Efflux pump mplx: inhibitors of Candida antifungal efflux pumps expressed in yeast; S. cerevisiae Candida pump triplex, Nile Red efflux; inhibition, % at 10 µM; 0.44% of 330,000 active; AID 485275;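 active = plate passing quality check with inhibition over a set limit, or well fluorescence over plate mean plus 4 SD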;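 also: Nile Red retained in pooled yeast measured as flow cytometry median fluorescence; 0% = buffer negative control and 100% = Enniatin B positive control; higher means more Nile Red kept so more efflux inhibition; some compounds called inactive have numbers as strong as hits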
PME-1 inh: blocks human protein phosphatase methylesterase 1; 0.53% of 320,000 active; inhibition, % at 5.9 µM; recombinant PME-1, FP-Rh probe fluorescence polarization; AID 2130; Q9Y570;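 active = inhibition above the campaign mean of all compounds plus 3 SD, cut at about 26% in these data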;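 also: competitive labeling of PME-1 active site by serine hydrolase directed probe; 0% = PME-1 with DMSO and 100% = wells lacking PME-1 enzyme; inhibitors block probe labeling so polarization falls and inhibition rises; many of its hits are not listed in these tables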
Target sequence (Q9Y570 whole entry, looked up): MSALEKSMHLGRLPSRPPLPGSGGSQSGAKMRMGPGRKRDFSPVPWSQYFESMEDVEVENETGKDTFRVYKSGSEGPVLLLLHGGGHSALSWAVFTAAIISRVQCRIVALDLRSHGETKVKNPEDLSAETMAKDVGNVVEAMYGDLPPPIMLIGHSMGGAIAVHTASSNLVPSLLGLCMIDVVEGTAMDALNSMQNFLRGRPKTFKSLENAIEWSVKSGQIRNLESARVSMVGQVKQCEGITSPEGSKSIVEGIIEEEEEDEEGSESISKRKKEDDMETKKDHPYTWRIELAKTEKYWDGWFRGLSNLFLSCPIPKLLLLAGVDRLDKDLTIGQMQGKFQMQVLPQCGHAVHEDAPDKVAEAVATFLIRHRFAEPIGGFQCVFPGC
MCL1 BIM primary: inhibitors of human MCL1 binding to BIM-BH3 peptide | Q07820 | GST-MCL1 / FITC-Bim-BH3 fluorescence polarization | inhibition, % at 10.9 µM | 0.68% of 320,000 active | AID 2057;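 active = inhibition above the mean inhibition of all tested compounds plus 3 SD, set per campaign, cut at about 40% in these data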;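 also: 0% = DMSO wells and 100% = unlabeled Bim-BH3 peptide control; higher means more loss of mP so more displacement of Bim peptide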
Target sequence (Q07820 whole entry, looked up): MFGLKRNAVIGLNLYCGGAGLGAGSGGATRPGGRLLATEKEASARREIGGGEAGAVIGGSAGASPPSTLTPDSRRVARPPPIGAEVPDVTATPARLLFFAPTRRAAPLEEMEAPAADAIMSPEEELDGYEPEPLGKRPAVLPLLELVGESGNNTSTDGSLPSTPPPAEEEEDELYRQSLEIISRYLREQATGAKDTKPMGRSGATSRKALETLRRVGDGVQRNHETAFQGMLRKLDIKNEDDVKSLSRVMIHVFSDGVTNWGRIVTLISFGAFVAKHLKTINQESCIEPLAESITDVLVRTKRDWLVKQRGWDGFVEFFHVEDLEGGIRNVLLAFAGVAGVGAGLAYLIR
VLA-4 inh: inhibition in a human VLA-4 binding assay. P13612. VLA-4 expressing cells, ligand binding flow cytometry. inhibition, % (about 7 µM as worked out from the volumes in the protocol). 0.2% of 330,000 active; in the data active = inhibition above about 50%
GLD-1 RNA inh: GLD-1-TGE RNA interaction inhibition (C. elegans); Q17339; purified GLD-1 + fluorescein TGE RNA, fluorescence polarization; inhibition, % at 5.96 µM; 0.44% of 320,000 active; AID 2280;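 active = percent inhibition above a per-plate cutoff, the plate mean of test compounds plus 3 SD, cut at about 30% in these data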;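 also: 0% = DMSO wells with GLD-1 and probe and 100% = wells lacking GLD-1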
MEX-5 binding: C. elegans MEX-5 TCR-2 RNA binding activity; Q9XUB2; MEX-5/FITC-TCR2 RNA binding, fluorescence polarization; hits give low values; activity score (negative = inhibition of binding), % at 10 µM; 0.38% of 300,000 active; AID 1832;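 active = inhibition past about -25% in most replicates, and total fluorescence under double the plate's negative control median, limit read from the data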;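 also: 0% = DMSO and -100% = 5 µM competing unlabeled TCR2 RNA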
GRK2 aptamer HTS: inhibitors of human GRK2 displacing RNA aptamer; P25098; bead flow cytometry, FAM-aptamer displacement from GRK2; inhibition of aptamer binding, % at 10 µM; 0.59% of 330,000 active;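 active = inhibition of aptamer binding above 40%, roughly 3 SD of noise, on plates passing a quality check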;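 also: median bead fluorescence of bound FAM aptamer so fluorescent compounds give negative values; no value below 0 was filed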
Fam108B inh: counter-screen for RBBP9 inhibitors: inhibitors of mouse Fam108B. recombinant Fam108B, FP-Rh probe fluorescence polarization. inhibition, % at 9.51 µM. 0.33% of 300,000 active;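 active = inhibition above the screen mean inhibition plus 3 SD, computed separately per campaign, cut at about 18% in these data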;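 also: inhibitors lower polarization as less probe binds the enzyme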
BCLXL inh: inhibitors of human Bcl-xL; GST-Bcl-xL / FITC-Bim BH3 peptide fluorescence polarization; inhibition, % at 10.9 µM; 0.7% of 320,000 active; Q07817;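 active = inhibition above the mean of all tested compounds plus 3 SD, cutoff set per campaign, cut at about 30% in these data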;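 also: 0% = DMSO wells and 100% = unlabeled Bim-BH3 peptide competitor; inhibitors lower millipolarization by displacing the labeled peptide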
The depositor's hits bear a star; . = not tested or not shown. This is a subset. The share of hits here may be higher or lower than overall.

SMILES	Efflux pump mplx	PME-1 inh	MCL1 BIM primary	VLA-4 inh	GLD-1 RNA inh	MEX-5 binding	GRK2 aptamer HTS	Fam108B inh	BCLXL inh
C=CCC(Nc1ccccc1)c1ccc(OC)c(OC)c1 (stereo not drawn)	0.1	-1	-2	10	-5	2.7	0	0	-1
COc1ccc(N2CCN(C(=O)CCC(=O)c3cc(C)sc3C)CC2)cc1	0.0	-2	4	-7	1	1.8	0	-6	6
CCCOc1ccc(C(=O)N2CCN(c3ccc(NC(=O)CC)cc3Cl)CC2)cc1	0.3	-4	-1	5	-3	1.8	0	0	2
O=C(O)CCSCc1ccccc1F	0.0	2	6	-4	-4	.	2	7	4
CCOc1ccc(NC(=O)CSc2cn[nH]n2)cc1	0.0	5	-3	-1	0	0.1	0	-2	-1
COC(=O)c1ccc(OCC(=O)c2cccc(OC)c2)cc1	0.1	-1	7	7	2	-2.6	0	2	1
COC(=O)c1c(NC(=O)COC(=O)[C@@H](NS(=O)(=O)c2ccc(C)cc2)C(C)C)sc2c1CCC2	-0.3	2	-9	-5	1	1.8	0	-5	-1
Cc1nc2sccc2c(=O)n1N	0.0	0	0	-10	-3	1.5	5	0	-1
NC(=O)c1ccsc1NC(=O)c1ccc(S(=O)(=O)N2CCCc3ccccc32)cc1	-0.2	-54	-4	13	6	2.3	0	-40	-1
CN(CC(=O)NC1CCCCC1)S(=O)(=O)c1ccc(Cl)cc1	0.1	-7	3	-6	-4	0.0	0	4	1
Cc1[nH]c(=O)c(C#N)c(C)c1Cc1ccc(Cl)cc1Cl	-0.2	-1	-10	19	-1	-3.7	0	-2	-1
CCO[C@H]1OC(C(=O)N2CCN(Cc3ccccc3)CC2)=C[C@@H](C)[C@@H]1CCCO	0.0	-2	3	31	3	0.6	3	8	6
COc1ccc(NC(=S)NCc2ccco2)cc1	0.0	-1	20	20	3	1.5	0	-6	5
CC(Sc1nncs1)C(=O)NCC(=O)Nc1ccc(F)c(F)c1F (stereo not drawn)	-0.1	-2	-8	-3	-1	2.4	1	1	0
O=C1CCC/C(=N\NC(=O)c2ccc(COc3cccc4cccnc34)cc2)C1	-2.5	4	11	3	49*	-1.5	0	5	5
COc1ccc(C(=O)CSc2nnc(CN3CCCCC3)n2-c2ccc(F)cc2)cc1	-0.2	-1	10	11	-5	4.2	0	0	1
CNS(=O)(=O)c1cccc(C(=O)NCC2(N3CCOCC3)CCCCC2)c1	-0.1	0	1	11	-1	-0.8	0	1	5
Cc1cccc(OCC(=O)NC(Cc2ccccc2)C(=O)O)c1 (stereo not drawn)	-0.4	-2	-4	-18	5	0.1	0	2	-3
Cc1c(C(=O)N(Cc2nnc(-c3ccccc3Cl)o2)C2CC2)oc2ccccc12	0.0	8	-1	-6	-4	.	13	.	3
CC(=O)N1CCC(=O)N(C(C)C)c2ccccc21	0.0	-6	8	5	4	-7.1	2	-1	5
COc1c(Cl)cnn(-c2ccc(C)cc2)c1=O	-0.1	5	7	0	5	1.1	0	-2	8
CCC(C(=O)NC1CCCC1)N(C(=O)c1snc(C(N)=O)c1N)c1ccc(OC)c(OC)c1 (stereo not drawn)	0.0	0	4	11	-1	0.6	0	-2	2
CCOC(=O)C(CC)Sc1ncnc2nc[nH]c12 (stereo not drawn)	0.2	7	-3	20	-9	0.6	0	-2	-4
Cc1ccc(S(=O)(=O)Cn2nnnc2C(c2ccccn2)N2CCN(c3ccccc3)CC2)cc1 (stereo not drawn)	0.1	0	-4	7	-2	-1.3	0	3	-1
O=C(c1ccc2c(=O)n3c(nc2c1)CCC3)N1CCCSC1=Nc1ccccc1	0.0	2	0	-1	4	-0.2	0	-1	2

Of the compounds above, two have a furan ring, fused or not:
SMILES	Efflux pump mplx	PME-1 inh	MCL1 BIM primary	VLA-4 inh	GLD-1 RNA inh	MEX-5 binding	GRK2 aptamer HTS	Fam108B inh	BCLXL inh
COc1ccc(NC(=S)NCc2ccco2)cc1	0.0	-1	20	20	3	1.5	0	-6	5
Cc1c(C(=O)N(Cc2nnc(-c3ccccc3Cl)o2)C2CC2)oc2ccccc12	0.0	8	-1	-6	-4	.	13	.	3

Next part:
SMILES	Efflux pump mplx	PME-1 inh	MCL1 BIM primary	VLA-4 inh	GLD-1 RNA inh	MEX-5 binding	GRK2 aptamer HTS	Fam108B inh	BCLXL inh
Cc1ccc(N=Cc2c(C)[nH]n(-c3nc4ccccc4[nH]3)c2=O)cc1	-0.1	2	9	20	4	1.5	1	3	4
O=C(c1ccccc1)N1CCCCCC1	0.8	3	-4	11	-1	-2.9	2	0	-1
CCOC(=O)C1CCCN(c2c(NCc3ccco3)c(=O)c2=O)C1 (stereo not drawn)	-0.2	-2	4	39	1	-0.2	0	1	3
Cn1nccc1C(=O)N1CCCC(N2CCN(Cc3ccc4c(c3)OCO4)CC2)C1 (stereo not drawn)	0.0	.	.	-14	.	0.5	0	.	.
N#C/C(=C\c1cccc(Cl)c1)c1n[nH]c(Cn2cncn2)n1	0.0	1	6	-4	6	1.1	3	-1	7
Cc1ccccc1-c1nc(CS(=O)(=O)CC(=O)N(C)C2CCCCC2)c(C)o1	0.0	3	6	6	4	-0.9	0	4	3
CCN1CCN(CC(O)COCc2cc(OC)c(OC)c(OC)c2)CC1 (stereo not drawn)	0.0	-2	-1	7	-1	-0.1	1	-1	-2
CCN1CCN(C(=O)C2CCCN(S(=O)(=O)c3ccc(OC)c(OC)c3)C2)CC1 (stereo not drawn)	-0.1	3	11	-1	-2	2.5	0	-1	8
O=C(Nc1cnc2ccccn2c1=O)c1ccc(F)cc1	-0.1	-4	-11	8	0	0.0	0	6	-1
COc1ccc(C2NC(=O)NC(C)=C2C(C)=O)cc1 (stereo not drawn)	0.0	-3	-2	-5	-2	0.1	1	-1	-1
CCC(=O)NCCc1nc2cc(NC(=O)c3ccc(OC)cc3)ccc2n1C	0.0	-7	-1	0	5	2.2	3	1	5
CC(C)c1cc(C(=O)NCc2ccco2)no1	0.1	-3	2	16	7	-1.4	4	-1	1
O=C(N1CCN(CCO)CC1)N1c2ccccc2CCc2ccccc21	-0.2	-4	-3	17	5	0.4	2	3	1
CC(=O)c1ccc(N2CCN(S(=O)(=O)c3c(C)[nH]c(=O)[nH]c3=O)CC2)cc1	-0.2	-3	-1	8	5	2.5	1	0	-2
Cc1ccc(C)c(S(=O)(=O)N2CCN(C(=O)[C@@H](NC(=O)c3ccc(F)cc3)C(C)C)CC2)c1	0.1	4	6	8	1	.	0	.	1
CCCCNC(=O)COC(=O)C1CCN(S(=O)(=O)c2ccc3c(c2)OCCO3)CC1	0.4	1	-4	8	7	.	3	.	1
CN(C)c1ccc(C(=O)NNC(=O)C23CC4CC(CC(C4)C2)C3)cc1	0.2	.	.	1	3	.	0	.	.
Cc1ccnc(N(C(=O)c2cccs2)C(=O)c2cccs2)c1	-0.1	2	2	-10	1	-0.6	2	8	6
Fc1ccc(NC(=S)NN2CCOCC2)cc1Cl	-0.3	-2	9	23	-6	0.0	0	1	1
NC(=O)Cn1cc(/C=N\NS(=O)(=O)c2ccc(F)cc2)c2ccccc21	0.1	1	-5	0	0	1.0	0	0	0
Cc1ccccc1C(=O)NCCNC(=O)c1cnccn1	0.0	-5	0	4	10	0.5	1	-1	2
COc1ccccc1NC(=O)Cn1nc(-c2ccncc2)nc1SCC(=O)NC1CCCC1	0.0	-1	2	5	1	-0.7	1	0	1
CCOC(=O)c1ccc(N2C(=O)CC(C)(CC)CC2=O)cc1	0.1	0	1	-6	10	1.9	3	-1	4
O=C(c1ccco1)N1CCN(CC2CC3C=CC2C3)CC1 (stereo not drawn)	0.1	0	4	-9	0	.	1	10	4
O=C(O)CCSc1nnc(COc2ccc([N+](=O)[O-])cc2)n1-c1ccccc1	0.3	-4	-3	-5	3	-3.5	2	0	-4
CCCCNC(=O)C1CC(c2ccc(C(F)(F)F)cc2)=NO1 (stereo not drawn)	0.0	-3	-4	46	2	-8.8	2	0	-5
N#Cc1ccc(C(=O)Nc2cccc(NC(=O)c3ccco3)c2)c(F)c1	0.0	-2	7	-23	9	1.0	0	-3	3
CCS(=O)(=O)N1CCC(C(=O)Nc2cc(C)ccc2O)CC1	-0.1	3	2	-115	3	-0.1	3	0	0

Entries from the list above with fluorine:
SMILES	Efflux pump mplx	PME-1 inh	MCL1 BIM primary	VLA-4 inh	GLD-1 RNA inh	MEX-5 binding	GRK2 aptamer HTS	Fam108B inh	BCLXL inh
O=C(O)CCSCc1ccccc1F	0.0	2	6	-4	-4	.	2	7	4
CC(Sc1nncs1)C(=O)NCC(=O)Nc1ccc(F)c(F)c1F (stereo not drawn)	-0.1	-2	-8	-3	-1	2.4	1	1	0
COc1ccc(C(=O)CSc2nnc(CN3CCCCC3)n2-c2ccc(F)cc2)cc1	-0.2	-1	10	11	-5	4.2	0	0	1
O=C(Nc1cnc2ccccn2c1=O)c1ccc(F)cc1	-0.1	-4	-11	8	0	0.0	0	6	-1
Cc1ccc(C)c(S(=O)(=O)N2CCN(C(=O)[C@@H](NC(=O)c3ccc(F)cc3)C(C)C)CC2)c1	0.1	4	6	8	1	.	0	.	1
Fc1ccc(NC(=S)NN2CCOCC2)cc1Cl	-0.3	-2	9	23	-6	0.0	0	1	1
NC(=O)Cn1cc(/C=N\NS(=O)(=O)c2ccc(F)cc2)c2ccccc21	0.1	1	-5	0	0	1.0	0	0	0
CCCCNC(=O)C1CC(c2ccc(C(F)(F)F)cc2)=NO1 (stereo not drawn)	0.0	-3	-4	46	2	-8.8	2	0	-5
N#Cc1ccc(C(=O)Nc2cccc(NC(=O)c3ccco3)c2)c(F)c1	0.0	-2	7	-23	9	1.0	0	-3	3

Source: PubChem BioAssay
